mec2-1: NCI yeast anticancer drug screen, S. cerevisiae mec2-1 strain | AID 157, 2004 | hit rate 9% among 79,000 | growth inhibition, % at 50 µM;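 note: 0% = growth of vehicle-only cultures of the same strain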
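Mutant yeast (mec2-1) grown with compound; growth inhibition relative to vehicle control reported.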
yeast bub3: NCI yeast anticancer drug screen, S. cerevisiae bub3 mutant strain; % growth inhibition at 50 µM; hit rate 9.9% among 78,000; AID 167, 2004;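 note: 0% = growth of vehicle-only cultures of the same strain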
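Growth of a checkpoint-deficient yeast mutant is measured after compound exposure. Values represent inhibition relative to vehicle.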
yeast sgs1 mgt1: NCI yeast anticancer drug screen, S. cerevisiae sgs1 mgt1 strain | growth inhibition, % at 50 µM | AID 161, 2004 | hit rate 10% among 78,000;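 note: 0% = growth of vehicle-only cultures of the same strain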
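Yeast cells carrying a defined DNA-repair defect were exposed to test compounds. Growth inhibition was measured relative to vehicle-treated controls.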
yeast rad50: NCI yeast anticancer drug screen, S. cerevisiae rad50 strain; growth inhibition, % at 50 µM; hit rate 10% among 79,000; AID 155, 2004;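 note: 0% = growth of vehicle-only cultures of the same strain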
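A DNA repair-deficient yeast mutant serves as the test organism; compound-induced growth inhibition is calculated against vehicle-treated cells.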
mlh1 rad18: NCI yeast anticancer drug screen, S. cerevisiae mlh1 rad18 strain; hit rate 11% among 79,000; growth inhibition, % at 50 µM;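 note: 0% = growth of vehicle-only cultures of the same strain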
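In this whole-cell yeast screen, a strain with altered DNA damage repair is challenged with compound, and its growth is measured against matched vehicle-treated controls.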
cln2 rad14: NCI yeast anticancer drug screen, S. cerevisiae cln2 rad14 strain | % growth inhibition at 50 µM | hit rate 8.3% among 78,000 | AID 165, 2004;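 note: 0% = growth of vehicle-only cultures of the same strain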
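Growth of compound-exposed yeast (cln2 rad14 genotype) measured and expressed as inhibition relative to vehicle.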
The depositor's hits bear a star; & = joins results of further samples. Cut-off read from the data, not from the text of the source: active = growth inhibition above about 70%; inactive = the rest.

SMILES	mec2-1	yeast bub3	yeast sgs1 mgt1	yeast rad50	mlh1 rad18	cln2 rad14
CC(=O)NC1C(OCc2ccccc2)OC(CO)C(O)C1OCC(=O)N1CCCC1C(=O)NC(CCC(=O)NCCCCCNc1c2ccccc2nc2cccc([N+](=O)[O-])c12)C(N)=O (centres undefined)	58	1	48	43	72*	78*
CCCCOC(=O)CNC(=O)c1ccc(C)c(OCc2ccccc2)c1[N+](=O)[O-]	-6	21	6	0	-18	-20
CN(C)C(=O)C1CCC(CC2CCCCC2)CC1 (centres undefined)	99*	98*	99*	99*	81*	96*
CC(=O)OC1C(=O)C2C(CC=C3CC(O)CC(O)C32C)C2CCC(C(C)C3CC(C)C(C)(C)O3)C12C (centres undefined)	-5	-11	-30	-31	-26	-10
Oc1cc(N2CCCC2)ccc1/C=N/N1C(=S)N(c2ccccc2)C(=Nc2ccccc2)C1=Nc1ccccc1	-32	-31	-1	-23	-40	7
C[C@H](CCC(=O)O[C@@H]1CC[C@@]2(C)C(CC[C@H]3[C@@H]4CC[C@H]([C@H](C)CCc5nc6ccccc6[nH]5)[C@@]4(C)CC[C@@H]32)C1)[C@H]1CC[C@H]2[C@@H]3CCC4C[C@H](O)CC[C@]4(C)[C@H]3CC[C@]12C (some centres undefined)	-3	6	-16	6	-6	11
Cc1cc(S(=O)(=O)Nc2nc(N)nc(N(C)C)n2)c(S)cc1Cl	-17	-46	-4	1	15	2
Nc1nc(N)c2cc(S(=O)(=O)c3ccccc3)ccc2n1	9	-26	-9	26	-40	-5
CCCCCCCCCCCCCCCC(=O)O[C@@H]1[C@@H](C)[C@@]2(O)[C@@H](C=C(CO)C[C@]3(O)C(=O)C(C)=C[C@@H]23)[C@H]2[C@]1(OC(C)=O)[C@]2(C)CO	3	21	20	15	-71	31
O=[N+]([O-])c1sc2ccccc2c1/C=C/c1csc2ccccc12	-4	2	3	15	1	10
c1ccc(C(c2ccccc2)c2ccc3ccccc3n2)cc1	41	61	68	18	38	-15
O=S(=O)(CS(=O)(=O)c1ccc(Br)cc1)c1ccc(Br)cc1	33	5	-15	1	12	21
C/C(CCc1cccc([N+](=O)[O-])c1)=N\NC(N)=O	-10	7	-6	-19	-30	-2
[O-][n+]1onc2ncccc21	100*	99*	99*	99*	99*	99*
COc1ccc(CCc2ccccc2CC(=O)O)cc1	7	-16	-22	5	-27	6
CCN(Cc1ccccc1)c1ccccc1	-9	-15	32	-7	32	12
COc1cccc(/C=C/C(C)=N/NC(N)=O)c1	0	6	6	6	9	-7
Cn1c(=O)c2nc(-c3ccccc3)oc2n(C)c1=O	-20	13	-9	-13	-17	-8
NN(C(=O)c1ccc(Cl)cc1)c1ccccc1	14	-23	5	-1	3	-18
O=C(CC(C(=O)c1cccs1)c1ccsc1)c1ccc(Cl)cc1 (centres undefined)	-22	-14	-14	-20	-5	-2
CC[C@H](/C=C/[C@@H](C)[C@H]1CC[C@H]2[C@@H]3CC[C@@H]4CC(=O)CC[C@]4(C)[C@H]3CC[C@]12C)C(C)C	-14	36	10	30	34	1
CCCCCCCCCCCC(=O)Nc1ccc(O)cc1	-21	11	-4	-16	-4	19
O=C(CNc1ccc(Cl)cc1)Nn1c(-c2ccccc2)nc2ccccc2c1=O	57	62	79*	65	81*	45
c1cc2nnc1SCCSCCSc1ccc(nn1)SCCSCCS2	-4	-8	-8	-14	3	4
CCCCC1SCC(=O)N1c1nncs1 (centres undefined)	24	17	5	6	-3	-4

Part of the list above, with values under each structure:
Each structure is followed by: mec2-1, yeast bub3, yeast sgs1 mgt1, yeast rad50, mlh1 rad18, cln2 rad14
C[C@H](CCC(=O)O[C@@H]1CC[C@@]2(C)C(CC[C@H]3[C@@H]4CC[C@H]([C@H](C)CCc5nc6ccccc6[nH]5)[C@@]4(C)CC[C@@H]32)C1)[C@H]1CC[C@H]2[C@@H]3CCC4C[C@H](O)CC[C@]4(C)[C@H]3CC[C@]12C (some centres undefined)
    -3, 6, -16, 6, -6, 11
Cc1cc(S(=O)(=O)Nc2nc(N)nc(N(C)C)n2)c(S)cc1Cl
    -17, -46, -4, 1, 15, 2
Nc1nc(N)c2cc(S(=O)(=O)c3ccccc3)ccc2n1
    9, -26, -9, 26, -40, -5
CCCCCCCCCCCCCCCC(=O)O[C@@H]1[C@@H](C)[C@@]2(O)[C@@H](C=C(CO)C[C@]3(O)C(=O)C(C)=C[C@@H]23)[C@H]2[C@]1(OC(C)=O)[C@]2(C)CO
    3, 21, 20, 15, -71, 31
O=[N+]([O-])c1sc2ccccc2c1/C=C/c1csc2ccccc12
    -4, 2, 3, 15, 1, 10
c1ccc(C(c2ccccc2)c2ccc3ccccc3n2)cc1
    41, 61, 68, 18, 38, -15
O=S(=O)(CS(=O)(=O)c1ccc(Br)cc1)c1ccc(Br)cc1
    33, 5, -15, 1, 12, 21

Further records.
SMILES	mec2-1	yeast bub3	yeast sgs1 mgt1	yeast rad50	mlh1 rad18	cln2 rad14
O=C(O)CN1C(=O)c2ccccc2C1=O	-16	-28	-6	-9	-20	-26
C#CC(OC(=O)c1cc([N+](=O)[O-])cc([N+](=O)[O-])c1)C1OC(C)(C)OC1C1COC(C)(C)O1 (centres undefined)	26	7	57	27	59	-1
Cc1ccc2ccc(-c3cc4ccccc4s3)nc2c1	-10	-10	-2	-12	-6	-82
COC(=O)c1c2c(cc3c1CC1(C3)Cc3cc4c(c(C(C)=O)c3C1)CCC4)C=CC2 (centres undefined)	-12	-6	-26	0	-23	1
O=COCCC1CCCCC1	7	24	2	27	34	9
c1ccc(/C2=C(\c3ccccc3)CSSSSC2)cc1	48	63	45	68	89*	43
CNC(=O)C1CCC(CC2CCCCC2)CC1 (centres undefined)	50	43	77*	45	39	11
O=C(CC(=O)N(C(=O)c1ccccc1)c1ccc(Cl)cc1)N/N=C\c1ccccc1O	-5	20	5	1	-15	-2
NC(CC(F)(F)F)C(=O)O (centres undefined)	4	-3	17	23	12	31
Cn1c(=O)c2[nH]c(-c3ccc(Cl)c(Cl)c3)nc2n(C)c1=O	22	13	4	30	40	11
O=NN(CCCl)C(=O)NCCCl	-4	-11	7	36	43	2
C=CCSc1nc2ccc(NC(=O)CCC(=O)O)cc2s1	-2	16	10	26	23	18
O=C(O)c1ccccc1C(=O)Nc1ccc(S(=O)(=O)Nc2nccs2)cc1	10&-16	-4&-2	20&-17	-6&-23	26&-18	-20&-5
CCOC(=O)c1nc2ccc(C(F)(F)F)cc2[nH]c1=O	-14	-12	-17	-24	-10	-47
C=C(C)CCOC(c1ccccc1)(c1ccccc1)c1ccccc1	-10	-25	-50	-4	-21	-10
COC(O)C(=O)c1c2c(cc3c1CCC3)CCC2 (centres undefined)	46	21	39	29	21	12
O=C1c2ccccc2C(=O)N1c1ccc(Br)cc1	-6	11	9	6	7	4
C/C(=N\N=C(N)N)c1ccc(NC(=S)Nc2ccccc2)cc1	4	4	26	5	10	-20
Cc1ccc(C(=O)Nc2ccccc2)cc1N=NN(C)C	-30	-5	-14	-3	-22	12
CCCCn1c2c(c3ccccc3c1=O)C(=O)c1ccccc1-2	-16	-18	-5	12	-53	2
O=Cc1ccc(OCc2ccccc2)cc1	1	-16	12	4	21	-7
CC(C)=C/C(C)=N/NC(N)=O	-5	-20	-24	8	-32	-19
CCN1CCC(S(=O)(=O)CCS(=O)(=O)C2CCN(CC)C2)C1 (centres undefined)	1	17	12	-6	2	4
C=CCN(C)N=Nc1ccc(C(N)=O)cc1	-2	5	4	-1	-31	-5
Brc1ccc(-c2nc3sc(-c4ccc5c(c4)OCO5)nn3c2Br)cc1	20	-3	20	13	6	2

(further entries)
SMILES	mec2-1	yeast bub3	yeast sgs1 mgt1	yeast rad50	mlh1 rad18	cln2 rad14
CCOC1OC(C(O)CO)C(O)C1O (centres undefined)	-19	-18	5	-17	-17	-40
Cc1cc2c(s1)C(=O)c1sccc1C2=O	91*	87*	90*	90*	89*	91*
CN(C)c1ccc2c(SCC(=O)OCC(=O)[C@@]3(O)CC[C@H]4[C@@H]5CCC6=CC(=O)C=C[C@]6(C)[C@H]5C(=O)C[C@@]43C)c3ccc(N(C)C)cc3nc2c1	73*	72*	79*	60	85*	81*
NC(=O)Cc1csc(Br)n1	1	15	-6	13	8	-32
O=P(C1CCCC1)(C1CCCC1)C1CCCC1	8	27	-11	2	27	1
COC(=S)S	19	16	-11	42	-25	-46
O=C(O)c1cscc1Cc1ccccc1	-2	-21	-2	1	5	-21
CC(C)=CCC/C(C)=C/COC(=O)N(c1ccccc1)c1ccccc1	0	4	4	6	-1	-47
CCC(=O)SCC[N+](C)(C)C	-31	28	0	16	5	9
Cn1nc(C(F)(F)C(F)(F)C(F)(F)F)nc1C(F)(F)C(F)(F)C(F)(F)F	4	-2	4	13	11	-4
ClC(Cl)=C1C(=C(Cl)Cl)C(Cl)(Cl)C1(Cl)Cl	93*	91*	92*	88*	88*	93*
O=C(O)c1ccccc1C(=O)c1ccccn1	-32	-17	-6	-4	-15	11
Cc1ccccc1OS(=O)(=O)c1ccc(Br)cc1	14	25	-4	-4	-16	-107
c1ccc(-n2ncn[n+]2-c2ccccc2)cc1	4	33	0	7	5	28
O=C1OC2C(O)COC2(O)C1(O)Cc1c[nH]c2ccccc12 (centres undefined)	-6	3	-5	14	-11	0
CCCCCCCCCCCC1=NCCCN1CCCC	99*	99*	84*	88*	95*	72*
Cc1cccc(NC(=O)COc2cc(Cl)c(Cl)cc2Cl)c1	16	4	16	20	13	56
Nc1ccc(C(=O)NN2C(=O)C(Cl)C2c2cccc([N+](=O)[O-])c2)cc1 (centres undefined)	-4	1	-36	-8	-33	-5
Cc1cc(Cl)cc(C(=O)Cl)c1O	60	58	69	58	55	38
CCCCCCC(=O)C/C(CCC(=O)N(Cc1ccccc1)Cc1ccccc1)=N\Nc1ccc([N+](=O)[O-])cc1[N+](=O)[O-]	16	-11	-13	13	-20	27
COc1ccc(/C=C(\C#N)C(=O)c2ccccc2)cc1	-9	-14	-16	11	7	9
COc1ccc(-c2onc(-c3ccc([N+](=O)[O-])cc3)c2C2=NCCCN2)cc1	-7	-2	-10	0	-20	13
COc1ccccc1/C=C1\CCC(CCN2CCOCC2)C1=O (centres undefined)	38	40	52	44	41	59
O=C(c1ccc(Cl)cc1)C(O)c1ccc(Cl)cc1 (centres undefined)	12	66	55	34	62	36
C=CC1(C)CN(Cc2ccccc2)C(C(=O)OCC)O1 (centres undefined)	-29	1	6	-11	-18	22

(further entries)
SMILES	mec2-1	yeast bub3	yeast sgs1 mgt1	yeast rad50	mlh1 rad18	cln2 rad14
N#C/C(N)=C(\C#N)NC=NCc1ccccc1	-19	26	20	-11	-21	2
C/C=C/C1OCC(COC(C)=O)O1 (centres undefined)	-21	-12	-3	-21	12	-39
CN1C(=O)C(=O)OC1=C(c1ccccc1)c1ccccc1	-5	-18	1	3	-18	-31
CSCCC(NOC(=O)Cc1ccccc1)P(=O)(O)c1ccccc1 (centres undefined)	-95	-14	-47	-74	-39	-32
COC(=O)C(C)(C)c1ccc(OC)cc1	5	-12	-4	4	-2	-32
O=c1[nH]c2cc3ccccc3cc2c2ccccc12	10	-2	1	22	14	-16

A draw from above in order of SMILES length, smallest number first.
SMILES	mec2-1	yeast bub3	yeast sgs1 mgt1	yeast rad50	mlh1 rad18	cln2 rad14
[O-][n+]1onc2ncccc21	100*	99*	99*	99*	99*	99*
COc1ccc(-c2onc(-c3ccc([N+](=O)[O-])cc3)c2C2=NCCCN2)cc1	-7	-2	-10	0	-20	13
CCCCCCCCCCCCCCCC(=O)O[C@@H]1[C@@H](C)[C@@]2(O)[C@@H](C=C(CO)C[C@]3(O)C(=O)C(C)=C[C@@H]23)[C@H]2[C@]1(OC(C)=O)[C@]2(C)CO	3	21	20	15	-71	31

Source: PubChem (NCI)
